Screens (PubChem)
M. tuberculosis: growth inhibition of non-replicating M. tuberculosis (AID 488890) | 0.39% of 320,000 active | Mycobacterium tuberculosis non-replicating, growth inhibition; higher % means a stronger effect | one-dose inhibition, % at 25 µM; IC50 in µM for titrated hits; in the data active means a potency from the dose series; inconclusive means inhibition mostly from about 82% at the one dose, without a potency; inactive means the rest, 99 in 100 with inhibition below about 76%;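 further: plate controls were DMSO cells for no effect and high antibiotic wells for full effect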
Salmonella PhoP GFP: Inhibition of PhoP regulon, Salmonella typhi GFP reporter cells, confirmation, 4 h (AID 1850); Salmonella Typhi PhoP-promoter GFP reporter, fluorescence, 4 h; higher % means a stronger effect; one-dose inhibition, % at 50 µM; IC50 in µM for titrated hits; 0.33% of 310,000 active; in the data active means a potency from the dose series; inconclusive means inhibition mostly from about 25% at the one dose, without a potency; inactive means the rest, 99 in 100 with inhibition below about 19%;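 further: 0% = induced wells with vehicle and 100% = uninduced wells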
M. tuberculosis HTS: M. tuberculosis growth inhibition, HTS (AID 449762); M. tuberculosis H37Rv growth inhibition, 7H9 media; higher % means a stronger effect; one-dose inhibition, % at 25 µM; IC50 in µM for titrated hits; 0.59% of 330,000 active; in the data active means a potency from the dose series; inconclusive means inhibition above about 70% without an active follow-up result;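 further: bacterial growth assessed after seven days of incubation; strong numbers were not always called active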
VEEV TC-83 Vero: inhibitors of VEEV TC-83 cytopathic effect, confirmation, Vero cells (AID 588727); Vero cells, VEEV TC-83 cytopathic effect inhibition; higher % means a stronger effect; inhibition, % at 20 µM; hits with a dose series show IC50 in µM; 0.13% of 350,000 active; in the data active means a potency from the dose series; inconclusive means inhibition mostly from about 14% at the one dose, without a potency; inactive means the rest, 99 in 100 with inhibition below about 12%; further: strong numbers were not always called active
influenza NS1A: NS1A inhibition, H1N1 influenza, cell based functional assay (AID 504329); NS1A functional cell-based assay, percent inhibition; higher % means a stronger effect; inhibition, % at 12.5 µM, or IC50 in µM where a hit was titrated; 0.3% of 340,000 active; in the data active means a potency from the dose series; inconclusive means inhibition above about 27% without an active follow-up result; further: strong numbers were not always called active
VEEV TC-83 Vero 10K pilot screen: also measured in VEEV TC-83 Vero; calls as there; inhibition, %; measured here: 10K pilot screen inhibition
* hit, by the source's call; i = inactive; ? = inconclusive; · = not tested or not shown.

SMILES | M. tuberculosis | Salmonella PhoP GFP | M. tuberculosis HTS | VEEV TC-83 Vero | influenza NS1A | others
COc1ccc(/C=C(\NC(=O)c2cccs2)C(=O)Nc2ccccc2C)cc1OC | -0.6% | -19.2% | 0.9% | 1.1% | -3.4% | VEEV TC-83 Vero 10K pilot screen=3.8
N#Cc1nc(-c2ccccc2Cl)oc1N1CCOCC1 | 8.7% | -11.4% | -3.2% | 0.8% | 12.9%
Cc1ccc(NC(=S)Nc2nc(CC(=O)Nc3ccccc3)cs2)cc1 | 78.5% | -20.7% | -7.0% | 1.7% | -5.7%
O=C1CCC(C(=O)Nc2cccc(S(=O)(=O)Nc3ccccc3F)c2)=NN1 | ? | · | ? | 0.9% | 4.5%
CCOc1ccc(OCC(=O)Nc2c3c(nn2C(C)(C)C)CS(=O)(=O)C3)cc1 | -12.1% | -5.5% | -13.6% | 3.0% | -2.4%
CN(C)CCNC(=O)c1sc2cccc(F)c2c1Cl | 6.7% | 12.9% | 6.0% | 0.2% | 8.2%
CSc1nc(O)c(C(c2ccc(O)cc2)c2c(O)nc(SC)[nH]c2=O)c(=O)[nH]1 | 16.5% | -7.3% | 5.1% | 0.5% | -9.5%
Cc1ccc(C)c2c(SC(C)C(=O)NCc3ccco3)nc(-c3ccccc3)nc12 (centres undefined) | -9.4% | 11.7% | 0.5% | 0.4% | 2.4% | VEEV TC-83 Vero 10K pilot screen=0.0
COC(=O)C1CCCN1C(C(=O)NC1CCCCC1)c1ccc(Cl)cc1 (centres undefined) | · | · | 0.2% | 1.0% | 27.0%
O=C(O)c1sccc1Oc1ccc(NS(=O)(=O)c2cccc(F)c2)cc1 | -12.1% | -2.6% | -4.4% | i | -3.1%
N/C(=N\c1nc2c(c(=O)[nH]1)CCC2)Nc1ccccc1 | 10.8% | -8.5% | -1.0% | i | -13.8%
Cc1ccc(C)c(NC(=O)CCC(=O)N/N=C2/CC(=O)CC(C)(C)C2)c1 | 0.6% | 4.6% | -7.1% | 4.5% | -2.1%
COc1ccc(C(=O)CCS(=O)(=O)c2ccc(C)cc2)cc1OC | 4.05µM* | -7.5% | -15.0% | 3.3% | -4.5%
CC(=O)c1cccc(NC(=O)N2CCC(C(=O)c3ccc(F)cc3)CC2)c1 | 18.0% | -15.7% | -6.1% | i | -5.6%
Cc1cnc(C(=O)OCC(=O)N2CCc3ccccc3C2)cn1 | -16.9% | 4.5% | 4.3% | 0.2% | -14.5%
Cn1c(=O)c2c(SCC(N)=O)nc(CC(C)(C)C)nc2n(C)c1=O | -15.1% | -4.9% | -10.4% | 5.8% | 0.5%
Cc1ccccc1OCc1nnc(SCC(=O)O)n1Cc1ccccc1 | 16.5% | 2.5% | 0.2% | 1.3% | -3.1%
COc1ccc(-n2c(=O)c3ccccc3n(CC(=O)Nc3cc(C)on3)c2=O)cc1OC | 2.6% | 0.4% | 5.9% | 1.1% | -14.8%
Nc1cc(=O)[nH]c(=S)n1-c1ccccc1 | 2.8% | -2.5% | -8.7% | i | -11.4%
CCCC(=O)N1CCc2cc(-c3nc(N)sc3C)ccc21 | 19.5% | 7.5% | 2.1% | i | 20.9%
CCOc1ccc(S(=O)(=O)N2CCC(C(=O)NCc3ccccn3)CC2)cc1 | -0.8% | 7.5% | -1.6% | 1.6% | -8.7%
CC(=O)Nc1ccc2nc(NC(=O)COc3ccccc3C)sc2c1 | -0.6% | 3.7% | 1.8% | 0.6% | -7.8%
Cc1c(Cl)cccc1NC(=S)N(C)CCC#N | · | 5.7% | -2.2% | 0.3% | 12.0%
O=C(CCc1ccccc1Cl)Nc1ccc(S(=O)(=O)Nc2nccs2)cc1 | · | · | · | 5.6% | -1.9%
Cc1ccc(C(=O)NC2CCN(Cc3ccccc3)CC2)cc1S(=O)(=O)N1CCOCC1 | -10.9% | 8.3% | -0.1% | 7.8% | -14.2%
CN(CC(=O)Nc1ccccc1Br)C(=O)CNC(=O)Cc1cccc2ccccc12 | -5.0% | -9.9% | -5.2% | 1.2% | -3.0%
CCc1ccc(NC(=O)c2ccnc(C(C)(C)C)c2)cc1 | -3.8% | -3.2% | 6.8% | 5.3% | 5.0% | VEEV TC-83 Vero 10K pilot screen=2.1
Cc1ccc(Cl)cc1NC(=O)Nc1cccs1 | 51.2% | -11.9% | 3.8% | i | 8.4%
Cc1ccccc1N=Nc1c(C)[nH]n(C(N)=S)c1=O | ? | -1.4% | 16.3% | 2.2% | 5.4%
O=C(c1ccc(F)cc1F)N1CCCN(c2nc(-c3ccccc3)ns2)CC1 | -11.0% | 2.1% | -5.4% | 0.8% | ·
O=C(O)CN1CCN(Cc2ccccc2)C1=O | · | -9.1% | · | 2.1% | -10.6%
COc1ccc(C(=O)N[C@H](C(=O)OCc2cc(=O)oc3cc(C)ccc23)C(C)C)cc1 | -0.8% | -5.0% | -2.8% | 0.3% | -3.4%
CCCCN(C(=O)c1ccc(N(C)S(=O)(=O)c2ccc(C)cc2)cc1)c1c(N)n(CCCC)c(=O)[nH]c1=O | 31.3% | -3.5% | 5.5% | 4.1% | -11.4%
CCOC(=O)C(NC(=O)CC(C)C)(Nc1cc(C)on1)C(F)(F)F (centres undefined) | 5.9% | -1.1% | -10.2% | i | -29.2%
N=C1c2ccccc2CN1c1ccc(N2CCOCC2)c(S(=O)(=O)Nc2ccc(Cl)cc2)c1 | 63.4% | 6.3% | 7.7% | · | ·
CC(C)c1nc2sc3c(c2c(=O)n1N)CC(C)(C)OC3 | -5.4% | 2.2% | 0.5% | 0.1% | -6.9%
COc1ccc(C(=O)N2CCN(S(=O)(=O)c3ccc4c(c3)OCCO4)CC2)cc1OC | 7.7% | · | -0.2% | 0.8% | -0.9%
Cc1cccc(-n2c(Cc3ccccc3)nnc2SCc2ccc([N+](=O)[O-])cc2)c1 | 33.9% | 1.0% | 0.2% | 5.3% | -6.5%
COc1ccccc1C(=O)NC(=O)CSc1ccc(C)c(C)c1 | 73.5% | · | 8.5% | 0.8% | 2.9%
COc1cc(OC)cc(N2CC(C)(C)C2=O)c1 | -4.9% | 2.2% | 0.2% | 0.6% | ·
CC1CCc2c(sc3ncnc(SCC(=O)N(C)C4CCS(=O)(=O)C4)c23)C1 (centres undefined) | -10.3% | · | -4.1% | 1.8% | 0.2%
CCOc1ccc(NC(=O)COC(=O)c2ccc3c(c2)OCO3)cc1 | 7.0% | · | -6.7% | 0.7% | -7.4%
O=C(CCc1ccc(S(=O)(=O)NC2CCCCC2)cc1)N(Cc1ccccc1)Cc1ccccc1 | 8.2% | 5.1% | -6.3% | 3.5% | 7.3%
CCOC(=O)c1cc2sccc2n1CC(=O)Nc1ccc(OC)cc1 | -5.9% | -3.1% | 10.8% | 5.6% | 10.6%
c1cncc(-c2nnc3sc(C4CCCCC4)nn23)c1 | -22.0% | 8.4% | -2.8% | 5.6% | 6.3%
C/C(=N\NC(=O)c1cc(C)nc2ccccc12)c1cccs1 | 1.7% | -3.2% | -3.6% | 1.3% | -8.2%
COc1ccc(NC(=O)N2CCCC2C(=O)NCc2ccccc2Cl)cc1 (centres undefined) | 5.0% | 4.2% | 15.2% | 0.9% | 0.9%
Cc1ccnc(NC(=O)c2cccc(S(=O)(=O)N3CCN(c4ccccc4)CC3)c2)c1 | 43.1% | 1.4% | 1.1% | 8.8% | -2.8%
CCC(NC(=O)CNC(=O)CNC(=O)c1ccc(Cl)cc1Cl)c1ccc(C)cc1 (centres undefined) | -2.7% | 0.5% | 7.6% | 3.3% | 4.3%
C/C(N)=C(/C#N)C(=O)CSc1nc2ccccc2[nH]1 | 11.2% | -10.4% | -2.2% | 1.8% | 12.8%
Cc1cc(C(=O)CS(=O)c2ccc(F)cc2)cc(C)c1OC(=O)N(C)C (centres undefined) | 1.7% | -3.8% | -8.1% | 0.9% | -2.0%
CCCCn1c(SCC(=O)N2CC(C)CC(C)C2)nc2cc(S(N)(=O)=O)ccc21 (centres undefined) | 2.0% | 1.6% | 3.6% | i | 4.1%
CCOC(=O)C1(Cc2cccc(OC)c2)CCCN(C(=O)CCN2CCCO2)C1 (centres undefined) | 29.9% | -0.1% | -16.9% | 5.0% | -2.3%
CC(C)NC(=O)Nc1ccc2c(c1)C(=O)N([C@H](C)CO)C[C@@H](C)[C@@H](CN(C)C(=O)NC1CCCCC1)O2 | 4.3% | · | -8.7% | 1.9% | 4.5%
NC(=O)c1ccc(N2CCC(C(N)=O)CC2)c([N+](=O)[O-])c1 | -12.4% | -0.1% | -5.0% | 1.0% | 12.1%
COCCn1nnnc1C(c1ccccn1)N1CCN(c2cccc(C)c2C)CC1 (centres undefined) | 31.1% | -0.8% | 1.9% | i | -2.5%
CCn1nc(C)c(CN2CCC(n3nccc3NC(=O)Cc3ccccc3)CC2)c1C | 11.9% | -4.9% | -7.2% | 2.8% | -6.5%
CC1CCN(S(=O)(=O)c2ccc(C(=O)N3CCCC3C(=O)O)cc2)CC1 (centres undefined) | -3.6% | · | -9.7% | 0.8% | 4.2%
CS(=O)(=O)c1ccc2nc(NC(=O)c3ccc(NS(=O)(=O)c4cccc([N+](=O)[O-])c4)cc3)sc2c1 | 2.2% | 7.7% | 9.5% | 2.1% | -4.7%
O=C(COc1ccccc1)c1ccccc1 | · | · | · | 2.0% | 10.2%

Additional compounds.
SMILES | M. tuberculosis | Salmonella PhoP GFP | M. tuberculosis HTS | VEEV TC-83 Vero | influenza NS1A | others
Cc1ccccc1NCc1ccc(O)c2ncccc12 | 43.5% | 7.3% | 2.4% | i | 11.8%
O=C(NCc1csc(-c2cccs2)n1)C1CC1 | -3.2% | -0.2% | -8.1% | 3.4% | -31.4%
O=C(Nc1ccc(F)cc1)OCCOc1ccc([N+](=O)[O-])cc1 | 7.4% | -3.0% | 5.6% | 0.5% | 7.2%
Cc1cc(OCC(=O)Nc2cccnc2)c2c(C)cc(=O)oc2c1 | 23.8% | -0.2% | -3.5% | 0.8% | -2.1%
CC(C)n1cnc2cc(NCc3ccccn3)ccc21 | 18.2% | 2.1% | 3.2% | i | 9.9%
COCCN(C(=S)Nc1cc(C)cc(C)c1)C(C)c1cccs1 (centres undefined) | 7.0% | -12.5% | -5.3% | 1.9% | 17.6%
CN1CN=C(NS(=O)(=O)c2ccc([N+](=O)[O-])cc2)NC1 | 10.5% | 1.9% | 2.4% | 1.1% | 4.4%
CCOC(=O)c1ccc(Nc2nc(N3CCOCC3)nc(N3CCOCC3)n2)cc1 | 1.3% | -27.0% | 7.9% | i | 0.5%
CC(=O)NC(NC(=S)Nc1c(C)n(C)n(-c2ccccc2)c1=O)C(Cl)(Cl)Cl (centres undefined) | · | · | · | 1.9% | 2.6% | VEEV TC-83 Vero 10K pilot screen=1.7
CCCc1cc(CN(C)C(=O)CC2C(=O)NCCN2Cc2ccccc2C)[nH]n1 (centres undefined) | 4.6% | -5.0% | -4.7% | 1.5% | -1.6%
CCN(CC)CCNC(=O)c1ccc(NC(=O)c2cccc(S(=O)(=O)N3CCc4ccccc43)c2)cc1 | · | · | · | ? | 2.0%
COC(=O)[C@H]1C[C@@H]1[C@H](NS(=O)(=O)c1ccc2ccccc2c1)c1ccccc1 | 16.3% | 5.9% | -0.4% | 0.7% | -0.2% | VEEV TC-83 Vero 10K pilot screen=1.3
Cc1ccc(S(=O)(=O)N(C)C)cc1NC(=S)N1CCc2ccccc21 | 50.5% | -34.2% | 8.6% | 0.6% | 1.7%
CCOc1ccc(N(CC(=O)Nc2ccccc2C)S(=O)(=O)c2c(C)[nH]c(=O)[nH]c2=O)cc1 | 20.9% | 7.8% | 1.3% | 1.4% | -8.5%
CSc1cccc(CNC(=O)CC2C(=O)NCCN2CC(C)(C)C)c1 (centres undefined) | -13.8% | 1.4% | -9.8% | 0.8% | -1.7%
O=C(NCc1ccccc1)c1ccccc1 | · | · | · | i | 8.8%
O=C(Cc1c(Sc2ccccc2)c2ccccc2n1Cc1ccccc1)NCCO | 4.4% | -3.8% | 6.2% | 2.3% | -1.9%
CC(SC1=NCCS1)C(=O)Nc1nnc(-c2ccc(Br)cc2)s1 (centres undefined) | 34.8% | -8.1% | -3.5% | 8.8% | -0.1%

An excerpt from above in order of SMILES length, smallest number first:
SMILES | M. tuberculosis | Salmonella PhoP GFP | M. tuberculosis HTS | VEEV TC-83 Vero | influenza NS1A | others
O=C(NCc1csc(-c2cccs2)n1)C1CC1 | -3.2% | -0.2% | -8.1% | 3.4% | -31.4%
CCCc1cc(CN(C)C(=O)CC2C(=O)NCCN2Cc2ccccc2C)[nH]n1 (centres undefined) | 4.6% | -5.0% | -4.7% | 1.5% | -1.6%
CC(=O)NC(NC(=S)Nc1c(C)n(C)n(-c2ccccc2)c1=O)C(Cl)(Cl)Cl (centres undefined) | · | · | · | 1.9% | 2.6% | VEEV TC-83 Vero 10K pilot screen=1.7
